GLS inh: inhibitors of human glutaminase (GLS). GLS enzymatic activity, qHTS titration. 0.21% of 410,000 active. AID 624170. Potency, µM (titrated, usually from 45.5 µM), without a hit: top-dose activity change, negative = inhibition, hits mostly inhibitors; also: % is scaled to controls: 0 for no effect and ±100 for the full control effect
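hKGA in 45 mM KH2PO4 pH 8.2, 0.02% Tween-20 with pin-transferred compounds; 1 mM L-glutamine (stock) plus glutamate oxidase/HRP/Amplex Red coupling added. Fluorescence read initially and after 30 min at RT.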
Pol iota inh: inhibitors of human DNA polymerase iota | Q9UNA4 | Pol iota fluorescent replication assay, 10 min | Potency, µM (doses to about 115 µM), for inactives: at the highest dose activity, negative = inhibition, actives largely listed as inhibitors | 1% of 390,000 active
Target sequence (Q9UNA4 whole entry, looked up): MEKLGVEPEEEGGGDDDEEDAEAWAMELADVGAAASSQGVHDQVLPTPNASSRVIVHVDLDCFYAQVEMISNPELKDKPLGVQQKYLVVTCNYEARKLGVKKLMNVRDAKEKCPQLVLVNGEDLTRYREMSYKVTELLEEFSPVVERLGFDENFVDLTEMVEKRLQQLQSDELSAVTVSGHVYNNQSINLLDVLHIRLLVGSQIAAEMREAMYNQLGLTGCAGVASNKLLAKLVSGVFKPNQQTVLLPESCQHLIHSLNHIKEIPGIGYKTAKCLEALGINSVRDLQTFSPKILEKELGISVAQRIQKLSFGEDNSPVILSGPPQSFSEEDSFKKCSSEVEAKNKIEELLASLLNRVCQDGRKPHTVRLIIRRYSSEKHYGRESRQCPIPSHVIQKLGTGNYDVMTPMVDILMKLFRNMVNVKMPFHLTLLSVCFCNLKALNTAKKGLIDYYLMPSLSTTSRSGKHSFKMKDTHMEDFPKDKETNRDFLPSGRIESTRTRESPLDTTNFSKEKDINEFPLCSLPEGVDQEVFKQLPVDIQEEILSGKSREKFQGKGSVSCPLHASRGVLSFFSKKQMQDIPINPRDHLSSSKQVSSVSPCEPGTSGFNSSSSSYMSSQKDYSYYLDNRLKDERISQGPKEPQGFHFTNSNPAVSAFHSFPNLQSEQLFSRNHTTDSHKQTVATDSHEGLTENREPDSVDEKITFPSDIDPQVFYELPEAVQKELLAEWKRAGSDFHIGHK
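Fluorescent replication assay read twice, at 0 min and 10 min after adding 50 nM (final) substrate. Enzyme (10 nM) and compounds were first incubated 15 min at room temperature; enzyme-free buffer wells were negative controls.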
BAZ2B block: BAZ2B (human) inhibition; AlphaScreen BAZ2B-H3K14Ac peptide displacement; Potency, µM (highest dose often 114 µM), inactives show at the highest dose activity change, negative = inhibition, actives largely listed as inhibitors; 4.4% of 360,000 active; AID 504333; also: % is scaled to controls: 0 for no effect and ±100 for the full control effect; nearly all actives have a fitted effect of over 60% in size
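AlphaScreen luminescence quantifies BAZ2B engagement of H3K14Ac peptide; the protein and biotinylated peptide are both at 50 nM final, buffer PBS pH 7.4 with 0.01% Tween-20, all steps at room temperature.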
PGK inhibitor: blocks T. brucei phosphoglycerate kinase | P07378 | PGK/GAPDH coupled, Kinase-Glo luminescence, 60 min | Potency, µM (top dose mostly 57.5 µM), inactives show top-dose activity change, negative = inhibition, actives largely listed as inhibitors | 0.043% of 380,000 active | AID 602233; also: % is scaled to controls: 0 for no effect and ±100 for the full control effect; nearly all actives have a fitted effect of over 60% in size
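Recombinant glycosomal PGK reaction used 1,3-bisphosphoglycerate generated in-well by GAPDH (100nM final) in 100mM TEA pH 7.6, 5mM MgCl2, 0.01% Tween-20. After 60 minutes at room temperature, ATP was read by Kinase-Glo Plus luminescence end-point.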
HP1b binding inh: HP1-beta chromodomain-methylated histone interaction inhibition; 0.56% of 390,000 active; AlphaScreen HP1-beta / biotin-H3K9me3 peptide binding; Potency, µM (series often up to 114 µM), inactives show at the top dose activity change, negative = inhibition, hits mostly inhibitors; also: nearly all actives have a fitted effect of over 70% in size; inactives centre near 23
Target sequence (P83916 whole entry, looked up): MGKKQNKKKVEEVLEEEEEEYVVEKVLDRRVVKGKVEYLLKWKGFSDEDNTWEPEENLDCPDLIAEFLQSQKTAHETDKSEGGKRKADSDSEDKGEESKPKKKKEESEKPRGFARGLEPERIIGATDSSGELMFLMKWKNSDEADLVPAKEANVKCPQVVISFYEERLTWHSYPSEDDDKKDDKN
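AlphaScreen: HP1-beta (50 nM) preformed 30 min with biotin-H3(1-18)K9me3 peptide (50 nM) in PBS pH 7.4, 0.01% Tween-20. Compound added for 30 min at RT, then streptavidin donor/nickel chelate acceptor beads (10 ug/mL) for 30 min.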
Pin1 inhibitor: blocks the human prolyl isomerase Pin1; Q13526; Pin1 FP peptide displacement, HiFluor488, 10 min; 0.009% of 390,000 active; Potency, µM (doses to about 115 µM), for inactives: at the top dose activity, negative = inhibition, usual class: inhibitors; active = well fitted inhibition curve with a large enough effect in the polarisation, with a control signal flat, not every such curve was filed as active; inconclusive = small, poorly fitted or top-dose-only effect, or effect the other way, or a change in a side signal; inactive = no such curve, though single readings can be large or run the other way; the % refers to the polarisation; also: % is scaled to controls: 0 for no effect and ±100 for the full control effect
Target sequence (Q13526 whole entry, looked up): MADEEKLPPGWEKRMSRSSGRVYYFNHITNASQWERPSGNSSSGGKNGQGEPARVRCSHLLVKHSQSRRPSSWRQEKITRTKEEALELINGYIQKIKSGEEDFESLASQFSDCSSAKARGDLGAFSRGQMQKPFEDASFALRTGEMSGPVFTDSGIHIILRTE
BLM helicase inh: blocks DNA unwinding by human BLM helicase. P54132. 0.2% of 350,000 active. Potency, µM (series often up to 56.1 µM), for inactives: at the highest dose activity change, negative = inhibition, usual class: inhibitors. recombinant BLM DNA unwinding, fluorescence dequenching;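 also: plate controls were vehicle for no effect and no enzyme for full effect; nearly all actives have a fitted effect of over 35% in size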
G9a inh: blocks human histone lysine methyltransferase G9a; G9a H3K9 monomethylation, AlphaScreen, 2 h; Potency, µM (top dose mostly 102 µM), without a hit: at the top dose activity, negative = inhibition, hits mostly inhibitors; 8.8% of 350,000 active; AID 504332; also: % is scaled to controls: 0 for no effect and ±100 for the full control effect; nearly all actives have a fitted effect of over 75% in size
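G9a (20 nM) was preincubated 15 min with compound, then reacted 2 h at room temperature with 500 nM biotin-H3K9 peptide and 20 µM SAM. Monomethyl-H3K9 detected by AlphaScreen using anti-H3K9me1 antibody.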
JMJD2A Tudor inh: JMJD2A Tudor domain (human) inhibition; O75164; AlphaScreen JMJD2A-Tudor / H3K4me3 peptide binding; Potency, µM (doses to about 114 µM), for inactives: at the highest dose activity change, negative = inhibition, actives largely listed as inhibitors; 4.4% of 390,000 active; AID 504339; also: % is scaled to controls: 0 for no effect and ±100 for the full control effect; nearly all actives have a fitted effect of over 50% in size
Numbers without * were called inactive; i = inactive; ? = inconclusive; · = no result given; [ ] = remark or other dose. Unless noted, calls follow the shape of the dose curve; as a rule, active = well fitted curve in the direction sought with a large enough effect; inconclusive = small, poorly fitted or top-dose-only effect, or another doubt; inactive = no such curve, though single readings can be large; an effect the other way counts as inactive or inconclusive. Potency is read from the fitted curve at half-maximal effect. Only part of the results is shown. The share of hits here may be higher or lower than overall.

A first look (3 entries):
SMILES	GLS inh	Pol iota inh	BAZ2B block	PGK inhibitor	HP1b binding inh	Pin1 inhibitor	BLM helicase inh	G9a inh	JMJD2A Tudor inh
Cc1ccc(C)c(OCC(=O)Nc2ccc(S(=O)(=O)N3CCN(C)CC3)cc2)c1	-2%	10%	6%	-2%	14%	-11%	1%	-7%[59 µM]	-20%
N#Cc1cccc(C(=O)OCc2cccc(S(=O)(=O)N3CCOCC3)c2)c1	3%	36%[activator]	-3%	i	40%[activator]	2%	·	?	-12%
O=[N+]([O-])c1ccc(CS(=O)c2ccccc2)cc1 (centres undefined)	1%	9%	·	-4%	34%	-3%	·	·	-6%

This part in full, from the first entry:
SMILES	GLS inh	Pol iota inh	BAZ2B block	PGK inhibitor	HP1b binding inh	Pin1 inhibitor	BLM helicase inh	G9a inh	JMJD2A Tudor inh
Cc1ccc(C)c(OCC(=O)Nc2ccc(S(=O)(=O)N3CCN(C)CC3)cc2)c1	-2%	10%	6%	-2%	14%	-11%	1%	-7%[59 µM]	-20%
N#Cc1cccc(C(=O)OCc2cccc(S(=O)(=O)N3CCOCC3)c2)c1	3%	36%[activator]	-3%	i	40%[activator]	2%	·	?	-12%
O=[N+]([O-])c1ccc(CS(=O)c2ccccc2)cc1 (centres undefined)	1%	9%	·	-4%	34%	-3%	·	·	-6%
CCCn1c(CN2CCN(C(=O)OCC)CC2)nc2cc([N+](=O)[O-])ccc21	-4%	142%[activator]	-31%	4%	16%	7%	-5%	4%	1%
COc1cc(Cl)c(C)cc1NC(=O)CCc1nc2cccnc2n1-c1ccccc1	-6%	18%	-38%	-11%	9%	-1%	-3%	-42%[59 µM]	-35%
COC(=O)C1=C(C)N(c2ccc(OC)c(OC)c2)C(=O)C1	-2%	-4%	-2%	·	50%[activator]	1%	-2%	71µM*	-17%
O=C(Nc1ccc([N+](=O)[O-])cc1)c1cccc(S(=O)(=O)Nc2cccnc2)c1	0%	49%[activator]	?	1%	28%	-10%	-3%	?	-4%
OCCCNc1nc(-c2ccccc2)c2cc(Br)ccc2n1	1%	-2%	25%	0%	123%[activator]	-3%	-4%	-4%[2.33 µM]	35%
CC(=O)n1cc(/C=N/NC(=O)c2ccc(Cl)cc2)c2ccccc21	-1%	18%	5%	·	49%[activator]	3%	-1%	21%	-9%
Nc1ccc(NS(=O)(=O)c2ccccc2)cc1	4%	47%[activator]	·	-8%	29%	0%	2%	-29%	-17%
Cc1ccn2c(=O)nc(SCC(=O)NCc3ccc(F)cc3)nc2c1	3%	?	8%	2%	12%	8%	·	-25%	-9%
Cc1ccc2nc3ccc(N4CCN(C)CC4)nn3c(=O)c2c1	2%	22%	2%	-5%	42%	-2%	-2%	0%[59 µM]	-4%
Cc1ccc(S(=O)(=O)N(C)C)cc1NC(=O)CCCNC(=O)c1ccc(Cl)cc1	-4%	78%[activator]	-20%	7%	17%	-2%	0%	2%	-9%
CC1CCC2(CC1)NC(=O)N(CC(=O)Nc1cccc(S(=O)(=O)N3CCCCC3)c1)C2=O (centres undefined)	7%	-24%	·	-1%	-3%	?	·	·	?
CCOc1cc(OCC)cc(C(=O)NCCCN2CCOCC2)c1	?	70%[activator]	?	-1%	35%	9%	-6%	8%[59 µM]	-9%
Cc1cc(C(=O)NNC(=S)NCc2ccco2)n(C)n1	-19%	4%	6%	0%	?	6%	0%	?	?
CC(=O)c1c(C)n(C)c2ccc(O)cc12	19%	12%	-28%	14%	3%	5%	2%	?	-4%
CC1Cc2ccccc2N1CC(=O)N(C)c1c(N)n(Cc2ccccc2)c(=O)[nH]c1=O (centres undefined)	9%	19%	3%	-3%	-2%	-1%	·	7%[12.7 µM]	-31%
Cc1nonc1NC(=O)OCCN1CCOC1=O	-10%	9%	-7%	-7%	20%	1%	2%	25%[12.7 µM]	11%
Cc1ccccc1N(CC(=O)NCc1ccccc1)C(=O)CCC(=O)Nc1nccs1	-1%	29%	4%	i	-26%	-4%	-1%	17%	-22%
CCCNC(=O)N1CCCC(C(N)=O)C1 (centres undefined)	-18%	45%[activator]	-10%	-1%	25%	0%	-7%	2%	-8%
COCCNC(=O)c1c(NC(=O)c2cc(=O)c3cc(C)cc(C)c3o2)sc2c1CCCC2	2%	15%	-2%	-3%	4%	-6%	4%	-2%[59 µM]	-18%
CCOCCCNC(=O)c1cc(C)nn1-c1ccccc1	-11%	20%	-3%	-7%	9%	1%	3%	-6%[59 µM]	-19%
CC(CC(=O)N1CCN(C(=O)c2ccccc2)CC1)c1ccccc1 (centres undefined)	3%	121%[activator]	7%	-2%	7%	-3%	-4%	26%	2%
NC(=O)C1CCN(C(=O)CSc2ccsc2[N+](=O)[O-])CC1	-10%	?	-21%	·	23%	27%	-4%	?	-22%

Part of the list above in order of heavy-atom count, largest number first.
SMILES	GLS inh	Pol iota inh	BAZ2B block	PGK inhibitor	HP1b binding inh	Pin1 inhibitor	BLM helicase inh	G9a inh	JMJD2A Tudor inh
O=C(Nc1ccc([N+](=O)[O-])cc1)c1cccc(S(=O)(=O)Nc2cccnc2)c1	0%	49%[activator]	?	1%	28%	-10%	-3%	?	-4%
Cc1ccc2nc3ccc(N4CCN(C)CC4)nn3c(=O)c2c1	2%	22%	2%	-5%	42%	-2%	-2%	0%[59 µM]	-4%
CCCNC(=O)N1CCCC(C(N)=O)C1 (centres undefined)	-18%	45%[activator]	-10%	-1%	25%	0%	-7%	2%	-8%

Next part:
SMILES	GLS inh	Pol iota inh	BAZ2B block	PGK inhibitor	HP1b binding inh	Pin1 inhibitor	BLM helicase inh	G9a inh	JMJD2A Tudor inh
CCOC(=O)c1c(NC(=S)NC(C)=O)sc(C)c1C	-7%	5%	-6%	-6%	12%	5%	3%	?	-13%[57.1 µM]
CC(CNC(=O)c1ccccc1Cl)c1ccccc1 (centres undefined)	-6%	-6%	-10%	8%	53%[activator]	2%	-1%	·	1%
C=CCN1C(=O)c2ccc(C(=O)N(CC)CC(=O)Nc3c(F)cccc3F)cc2C1=O	-7%	12%	-21%	-7%	26%	-1%	·	?	6%
COc1ccc(C(=O)NC(C)c2ccccc2)cc1Br (centres undefined)	8%	-14%	-2%	-11%	-2%	-1%	0%	5%	1%
COc1cc(CCC(=O)NCc2ccc3c(c2)OCO3)cc(OC)c1OC	1%	-5%	-2%	-7%	58%[activator]	-1%	-2%	7%	-16%
O=C(Nc1c(C(=O)c2ccccc2)oc2ccccc12)c1cc(-c2ccccc2O)n[nH]1	-4%	-6%	-2%	-3%	?	-15%	-5%	-1%[59 µM]	-16%
Cc1cc(C)cc(NC(=O)N2CCN(Cc3ccc4c(c3)OCO4)CC2)c1	-10%	1%	-4%	-5%	22%	-2%	-11%	·	-12%
COc1ccc(NC(=O)CSc2nnc(-c3ccc(F)cc3)o2)cn1	4%	26%	4%	i	61%[activator]	?	·	-8%[0.501 µM]	-4%
CCOC(=O)C(=O)c1c(C)cc2ccccn12	0%	30%[activator]	-27%	i	-3%	-11%	3%	10%	-30%
CSCCC(NC(=O)c1ccccc1Br)C(=O)NCc1ccc(F)cc1 (centres undefined)	10%	36%[activator]	10%	i	28%	-1%	-11%	?	-8%
CCCn1c(N)c(N2CCCCC2)c(=O)n(CC(=O)Nc2cccc(S(=O)(=O)N(C)C)c2)c1=O	11%	4%	·	-10%	37%	1%	·	·	1%
Cn1c(CC(=O)Nc2ccccc2F)nnc1SCC(=O)Nc1ccccc1Br	-8%	0%	-3%	-3%	0%	0%	-7%	15%	-13%
CCN1C(=O)/C(=C\c2ccc(-c3ccc([N+](=O)[O-])cc3OC)o2)SC1=Nc1cccc(C(=O)O)c1	?	?	50µM*	-14%	28µM*	·	-6%	11µM*	56µM*
CC1CCN(CC(=O)Nc2cccc(C(=O)Nc3cccc(C(F)(F)F)c3)c2)CC1	0%	9%	9%	-2%	39%[activator]	-4%	-8%	3%[59 µM]	-15%
COc1cccc(N2CC(C(=O)Nc3nnc(SCC(=O)Nc4ccc(NC(C)=O)cc4)s3)CC2=O)c1 (centres undefined)	0%	?	-14%	-5%	28%	?	-2%	18%	-9%
Nc1c(N(CCC2=CCCCC2)C(=O)CCCOc2ccccc2)c(=O)[nH]c(=O)n1Cc1ccccc1	-1%	25%	9%	2%	30%	1%	·	?	-8%
COc1ccc(/C=C/C(=O)OCC(=O)NCCC2=CCCCC2)cc1OC	6%	15%	1%	4%	36%	?	-7%	-6%[12.7 µM]	-10%
C/C(=C\c1ccccc1)C(=O)N1CCN(c2cccc(C(F)(F)F)c2)CC1	-1%	6%	0%	10%	57%[activator]	-1%	-9%	?	-10%[57.1 µM]
Cc1cc([N+](=O)[O-])ccc1NC(=O)CSc1nnc(C)n1C	9%	-25%	17%	9%	24%	6%	0%	·	4%
COC(=O)CCC(=O)Nc1ccc(NC(=O)CCC(=O)OC)cc1	-2%	1%	13%	i	57%[activator]	3%	1%	?	-1%
O=C(NNS(=O)(=O)c1ccc(Cl)cc1)c1cc(-c2ccccc2)n[nH]1	?	-12%	-2%	-8%	28%	?	-9%	-1%[12.7 µM]	-7%
O=C(NCC(=O)N1CCCCC1)c1sc2ccccc2c1Cl	-14%	16%	7%	-2%	35%	-1%	·	-7%[59 µM]	-6%
Oc1ccccc1CN1CCN(C(c2ccccc2)c2ccccc2)CC1	17%	12%	50µM*	3%	-29%	-1%	-6%	28µM*	56µM*
COc1cccc(N2CCN(C(=O)c3ccc(Cl)c(NC4=NC5CS(=O)(=O)CC5S4)c3)CC2)c1 (centres undefined)	10%	25%	?	-14%	38%	-5%	-4%	·	-18%
COc1cc(/C=C2/CCCC(C(=O)C(F)(F)F)=C2O)ccc1O	5%	63%[activator]	?	-8%	-7%	18%	-4%	-126%[59 µM]	-27%
COc1ccc(OC)c(NC(=O)c2cc(-c3cc(Cl)ccc3O)n[nH]2)c1	7%	?	8%	0%	18%	?	-12%	-7%[59 µM]	-26%
O=C(Nc1ncn[nH]1)c1ccc(Cl)c(Cl)c1	10%	38%[activator]	-5%	-1%	47%[activator]	2%	·	?	-19%
O=C(Cc1ccccc1Cl)Nc1cccnc1	0%	6%	0%	11%	50%[activator]	2%	-4%	21%	-3%
COc1ccc(C2NC(=O)N(C)C3=C2C(=O)N(c2ccccc2)C3)cc1 (centres undefined)	1%	9%	?	1%	24%	3%	-2%	-6%[59 µM]	-3%
